TROY NFkB inh – inhibitors of TROY-dependent NF-kB signaling | inhibition, % at 10 µM | Q293 LMP1-TROYcd NF-kB luciferase reporter, 4 h | hit rate 0.98% among 360,000;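 active means compounds whose plate-normalised and pattern-corrected inhibition of the luciferase reporter signal at the single screening dose is 50% or more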
TWEAK Fn14 block – inhibitors of TWEAK-Fn14 interaction signaling; hit rate 2% among 360,000; TWEAK-stimulated Fn14 reporter cells, luciferase luminescence, 8 h; AID 1159606; inhibition, % at 10 µM; in the data active means inhibition above about 50%
SRC2 inh – inhibits human steroid receptor coactivator 2; hit rate 0.17% among 370,000; inhibition, % at 9 µM; HEK293 GAL4-SRC2 luciferase reporter, luminescence; AID 651957;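 active means inhibition above the mean inhibition of all tested compounds plus 3 SD, set per campaign, cut at about 52% in these data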;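 further: 0% = DMSO treated cells and 100% = cells given Gossypol at 36 µM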
NOD2 RIPK2 PPI – inhibitors of human NOD2-RIPK2 interaction. inhibition, % at 4.98 µM. hit rate 0.38% among 360,000. CHO BLA complementation NOD2-RIPK2, CCF4 ratio. O43353. AID 624267; in the data active means inhibition above about 21%;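 further: 0% = vehicle only and 100% = reference blocker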
TRAIL sens C8 – caspase-8 TRAIL sensitization; AID 624354; hit rate 1% among 360,000; NB7+C8 cells + TRAIL, ATPlite viability luminescence; inhibition (viability loss, TRAIL sensitization), % at 10 µM;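 active means compounds causing at least 50% loss of cell viability in the single-dose screen, relative to plate controls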
LRH-1 inv ag – inverse agonists of human LRH-1 (NR5A2); O00482; HEK293T StAR-luciferase reporter, LRH-1 transfected, 24 h; inhibition, % at 3.6 µM; hit rate 0.13% among 360,000; AID 602396;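 active means inhibition above the mean inhibition of all tested compounds plus 3 SD, cut at about 73% in these data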;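 further: 0% = DMSO wells and 100% = reporter-only cells lacking LRH-1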
SRC1 inh – inhibitors of human steroid receptor coactivator 1 (SRC1); HEK293 GAL4-SRC1 luciferase reporter, luminescence; hit rate 0.12% among 360,000; inhibition, % at 3.6 µM; Q15788;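 active means inhibition above the campaign mean plus 3 SD, with each screening campaign given its own cutoff, cut at about 60% in these data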;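 further: 0% = DMSO treated cells and 100% = gossypol at 36 µM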
NR2F2 inh – blocks human COUP-TFII nuclear receptor; P24468; HEK293T NGFI-A luciferase reporter, luminescence; inhibition, % at 8.6 µM; hit rate 0.7% among 370,000;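 active means inhibition above a per-plate cutoff, mean inhibition of test wells between control levels plus 3 SD, cut at about 38% in these data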;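 further: cells cotransfected with COUP-TFII expression vector driving the NGFI-A reporter; 0% = median of COUP-TF2 test wells and 100% = reporter-only cells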
NCOA3 inh – inhibitors of human steroid receptor coactivator 3 (SRC3). Q9Y6Q9. HEK293 GAL4-SRC3 luciferase reporter, luminescence. inhibition, % at 3.6 µM. hit rate 0.17% among 360,000. AID 588352;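 active means inhibition above a per-campaign cutoff, the mean of all compounds plus 3 SD, cut at about 60% in these data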;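 further: 0% = DMSO-treated cells and 100% = gossypol-treated cells at 36 µM; higher means less SRC3-driven luciferase light from the GAL4 reporter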
TLR9-MyD88 inh – blocks human TLR9 binding to MyD88; hit rate 0.21% among 340,000; CHO BLA complementation TLR9-MyD88, CCF4 FRET ratio; inhibition, % at 4.98 µM; Q9NR96+Q99836;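 active means inhibition above the mean over all tested compounds plus 3 SD, cut at about 21% in these data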;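 further: 0% = DMSO only wells and 100% = clavulanate BLA inhibitor control wells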
LMP1 NFkB inh – inhibitors of Epstein-Barr LMP1-induced NF-kappaB reporter. LMP1-induced NF-kappaB luciferase reporter cells, luminescence. inhibition, % at 12.5 µM. hit rate 0.69% among 350,000; in the data active means inhibition above about 41%;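 further: 0% = neutral control wells and 100% = reference inhibitor control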
Starred values were filed as active, the others as inactive; x = not tested or not shown. An excerpt; count on the stated rates, not on these rows.

SMILES | TROY NFkB inh | TWEAK Fn14 block | SRC2 inh | NOD2 RIPK2 PPI | TRAIL sens C8 | LRH-1 inv ag | SRC1 inh | NR2F2 inh | NCOA3 inh | TLR9-MyD88 inh | LMP1 NFkB inh
O=C(CCN1C(=O)c2ccccc2C1=O)N1CCN(c2ccccn2)CC1 | -24 | 8 | -2 | 7 | -5 | 15 | 5 | 3 | 5 | 2 | 4
Cc1ccc(NN=C2c3ccccc3-c3ccccc32)cc1 | 52* | 40 | -28 | -10 | 3 | -26 | -38 | -15 | -14 | 7 | -34
OCCOc1ccc(C2=NCCO2)cc1 | -23 | -19 | -40 | -1 | -1 | 0 | 1 | 10 | 0 | 0 | -3
Cc1c(C(=O)OCc2ccccc2)[nH]c2c1C(=O)CC(c1ccco1)C2 (stereo unspecified) | -10 | 25 | x | 11 | 12 | 24 | 1 | x | 9 | 7 | 15
O=C(N/C(=C/c1ccc(Br)cc1)C(=O)N1CCCC1)c1ccccc1F | -4 | 1 | 5 | -5 | -10 | 4 | -9 | 8 | 13 | 2 | 1
CCNC(=S)N/N=C(\C)c1ccc2ccccc2c1OC(F)F | -5 | -5 | 19 | -3 | -12 | -2 | 2 | -6 | 8 | -3 | -1
O=C(COc1ccc(Br)cc1)OCC(=O)c1ccc[nH]1 | -9 | -9 | 20 | -10 | -6 | 6 | -6 | 5 | -11 | -2 | 8
CCOc1ccc(-n2c(SCC(N)=O)nc3c([nH]c4ccccc43)c2=O)cc1 | -12 | -15 | 12 | -7 | 51* | -26 | -3 | -11 | 2 | 1 | 3
Cc1cccc(OCC(=O)NN2C(=O)C3C4C=CC(O4)C3C2=O)c1 (stereo unspecified) | 4 | -6 | 8 | 0 | -3 | 11 | -21 | -2 | -4 | -6 | -4
N#CC1=C2SCC(O)(c3ccccc3)N2C(=O)CC1c1cccs1 (stereo unspecified) | -10 | 0 | 10 | 7 | -4 | -5 | -4 | -23 | -1 | -1 | 13
COc1cc(S(=O)(=O)N2CCCCCC2)ccc1-n1cnnn1 | -1 | 6 | -3 | -12 | -12 | -22 | 1 | 1 | 8 | 3 | 0
CCc1ccc(NC(=O)c2ccc3nc(N)sc3c2)cc1 | -40 | -13 | -70 | 1 | 10 | -65 | -39 | -60 | -15 | 10 | -10
CC(NC(=O)COC(=O)c1cccs1)c1ccccc1 (stereo unspecified) | 12 | 30 | -7 | 8 | 4 | 9 | 34 | -6 | -10 | 0 | -2
COc1cccc(NC(=O)CN(C)C(=O)Cn2[nH]c(=O)c3ccccc3c2=O)c1 | -9 | 6 | -1 | -1 | -11 | -17 | 0 | 8 | -11 | -2 | -10
CN(C(=O)CN1CCC(NC(=O)C2CCCCC2)CC1)C1CCCCC1 | -35 | -14 | 2 | -2 | 7 | 0 | -16 | -2 | 14 | 4 | -4
CN(C)c1cccc(NC(=O)C2(C)Cc3c(-c4cccnc4)ccnc3O2)c1 (stereo unspecified) | -3 | -35 | 5 | 0 | -8 | -5 | 8 | -1 | -5 | x | x
Cc1ccc(CNC(=O)CNS(=O)(=O)c2ccc3nc(C)sc3c2)cc1 | 10 | -4 | 17 | -7 | -9 | -1 | -2 | 9 | -6 | 4 | 7
O=C(O)CCCn1cc(NC(=O)COc2ccc(F)cc2F)cn1 | 17 | -4 | 11 | -5 | -11 | -12 | -32 | -18 | 25 | -17 | 1
CC(C)n1cc(C(=O)NC2CC(C)(C)Cc3c2cnn3-c2ccccc2)cn1 (stereo unspecified) | 6 | 11 | -4 | -13 | 1 | 0 | -3 | 7 | 6 | 5 | 11
CCOC(=O)Cc1nc2cc(Cl)ccc2o1 | 3 | -13 | -32 | -6 | 9 | 8 | 11 | -4 | -2 | -5 | -1
CC(=O)c1ccc(NC(=O)COC(=O)C2CCN(S(=O)(=O)c3cccs3)CC2)cc1 | 4 | -8 | 12 | -4 | 6 | -5 | -2 | 15 | 13 | -6 | -3
CC(=O)Nc1ccc(NC(=O)C(C)OC(=O)C2(c3ccccc3F)CCCC2)cc1 (stereo unspecified) | -10 | -12 | -9 | -2 | -11 | -12 | -8 | 4 | 17 | 4 | 3
O=C(COc1ccc(Cl)cc1Br)NC1CC1 | -30 | -13 | -23 | -13 | -5 | -39 | -28 | -6 | -9 | 4 | -3
Cc1ccc(C(=O)OCC(=O)N2CCCC2)cc1 | -13 | -13 | -13 | 3 | -2 | -12 | -34 | -27 | -47 | 4 | -8
COCc1c(C(=O)NCCc2ccc(OC(F)F)cc2)oc2ccccc12 | -1 | -10 | -16 | 0 | 4 | 9 | 5 | 16 | 10 | 1 | 19
(list continues)
SMILES | TROY NFkB inh | TWEAK Fn14 block | SRC2 inh | NOD2 RIPK2 PPI | TRAIL sens C8 | LRH-1 inv ag | SRC1 inh | NR2F2 inh | NCOA3 inh | TLR9-MyD88 inh | LMP1 NFkB inh
Cc1cccc2cc(CN(CCCO)C(=O)Nc3ccc(Cl)cc3)c(=O)[nH]c12 | -12 | -3 | -27 | 4 | 0 | -12 | 8 | 4 | -6 | 2 | 5
Cc1cnc(-c2nc3ccccc3n2C(C(=O)NC(C)(C)C)c2cc3ccccc3o2)cn1 (stereo unspecified) | x | x | -42 | -5 | -8 | -12 | x | -19 | x | x | x
CCOc1ccccc1N(C)C(=O)c1cn(C)c(=O)c2ccccc12 | 3 | 7 | -18 | -6 | 8 | 6 | 4 | -12 | 10 | 5 | -4
Cn1c(CNC(=O)c2ccco2)nnc1SCC(=O)c1ccc(Br)cc1 | 8 | 23 | 12 | 2 | -10 | -15 | -13 | 2 | 5 | -8 | -20
O=C(Cc1ccc(Cl)c(Cl)c1)Nc1ccc(SC(F)F)cc1 | 32 | 42 | -35 | -3 | 1 | -33 | -69 | -14 | -37 | 2 | -14
CC(C(=O)Nc1ccc(C#N)cc1)N(C)Cc1cccs1 (stereo unspecified) | -7 | 26 | -14 | 8 | -9 | 23 | -5 | -14 | 9 | -1 | -14
O=C(O)CCSC1CC(=O)N(c2ccccc2)C1=O (stereo unspecified) | -1 | 2 | -11 | -1 | 3 | -2 | 3 | -4 | 10 | -12 | -5
CC1Oc2ccccc2N(Cc2cccc(F)c2)C1=O (stereo unspecified) | -2 | 12 | -2 | 0 | -2 | 6 | 0 | 2 | -8 | 4 | 0
COc1ccc(-c2cc(NC(C)=O)c3ncc(-c4cccc(C(F)(F)F)c4)n3c2)c(OC)c1 | -12 | 12 | 12 | -8 | -3 | -20 | 1 | 11 | -6 | x | x
CCc1c(C)c2c(C)[nH]nc2oc1=O | -5 | -6 | 24 | -7 | -7 | 4 | 11 | 4 | -7 | -11 | -1
O=C(CNC(=O)c1cccc(F)c1)N/N=C/c1cc(Br)ccc1OCc1ccccc1 | 6 | 2 | 17 | -3 | -2 | -12 | 13 | -1 | -2 | -9 | -5
COc1ccccc1C(=O)NC(CCSC)C(=O)NCC(c1cccs1)N(C)C (stereo unspecified) | -20 | -1 | -40 | -3 | -5 | -5 | -13 | -27 | 0 | -5 | -3
O=C(Nc1ccccc1C(=O)O)c1cccc(NC(=O)c2ccccc2Br)c1 | 15 | 3 | -22 | 2 | -6 | 19 | 5 | -1 | 2 | -9 | -4
CC(=O)N1c2ccc(S(=O)(=O)N3CCCCC3)cc2CC1C(=O)NCc1ccc(N(C)C)cc1 (stereo unspecified) | -21 | -8 | -11 | -4 | 31 | -23 | -23 | -12 | -15 | -6 | -6
COc1ccc(NC(=O)c2cc(S(=O)(=O)N3CCCCC3)c[nH]2)cc1 | 18 | 8 | 0 | 1 | -11 | 14 | -2 | 4 | -1 | -10 | -8
Clc1ccccc1OCCn1ccnc1 | 7 | -3 | -2 | 10 | -2 | 0 | -2 | -7 | 3 | -2 | -4
O=C(N/N=C/C=C\c1ccc([N+](=O)[O-])cc1)c1cccnc1 | -20 | -8 | -21 | 2 | -8 | 12 | 4 | 8 | 4 | x | x
CCCCc1cc(=O)oc2cc(C)cc(OCC(=O)N[C@@H](CSCc3ccccc3)C(=O)O)c12 | -16 | 6 | 31 | -3 | -5 | 16 | -7 | -4 | 8 | 6 | 4
O=C(Nc1ccccc1Br)C1CCN(S(=O)(=O)c2cccs2)CC1 | -3 | 12 | 14 | -4 | -12 | -20 | 4 | 1 | 9 | -10 | -12
COc1ccccc1NC(=O)c1cnc(SCC(=O)NCC2CCCO2)n(C)c1=O (stereo unspecified) | -41 | 10 | -19 | -7 | 14 | 21 | -23 | -9 | 5 | 1 | -15
CC/C(=N\O)c1ccc(OC)c(OC)c1 | -10 | -19 | -14 | 0 | -2 | 16 | -1 | -4 | -20 | -9 | -2
CCOc1ccccc1C(=O)NCC(=O)Nc1ncccc1C | 13 | 4 | 20 | 9 | -3 | -14 | -15 | 12 | -15 | 7 | -6
O=C(CSc1nc(=O)n(Cc2ccccn2)c2c1CCC2)Nc1ccc(F)cc1F | 0 | -1 | -5 | 6 | -7 | -8 | 12 | 30 | 22 | 0 | -20
O=C(NCc1ccco1)c1noc2c1CCCC2 | -20 | -11 | -22 | -8 | 4 | -11 | -12 | -7 | 2 | 0 | 5
O=C1c2ccccc2C(=O)N1CCCn1nnc(-c2ccc(N3CCOCC3)cc2)n1 | 4 | -11 | 4 | 1 | 2 | 22 | 3 | 9 | 10 | 1 | -3
More structures:
SMILES | TROY NFkB inh | TWEAK Fn14 block | SRC2 inh | NOD2 RIPK2 PPI | TRAIL sens C8 | LRH-1 inv ag | SRC1 inh | NR2F2 inh | NCOA3 inh | TLR9-MyD88 inh | LMP1 NFkB inh
CC(OC(=O)C1CCN(S(=O)(=O)c2ccc3c(c2)OCCO3)CC1)C(=O)N(C)c1ccccc1 (stereo unspecified) | -13 | 4 | 10 | -10 | -6 | 6 | 1 | 7 | 5 | 2 | 1
Cc1nn(C(C)C)c(C)c1CN1CCCC(C(=O)c2cccc(OC(C)C)c2)C1 (stereo unspecified) | 8 | 12 | 29 | -23 | 15 | -4 | 13 | 37* | 9 | 0 | 16
O=C1OCCN1C(=O)[C@H]1[C@H](c2ccccc2)C(c2ccccc2)=NN1c1ccccc1 | -2 | 3 | 7 | 11 | -2 | 0 | 0 | -3 | -3 | -2 | 5
O=C(C[C@H]1C[C@H](C(=O)N2CCCCC2)[C@@]2(CCc3ccccc3)c3[nH]c4cc(-c5ccco5)ccc4c3CCN2C1=O)NCCN1CCOCC1 | -6 | 14 | 5 | 6 | 1 | -13 | -4 | 0 | 15 | -2 | 8
CCCc1cc(C(=O)O)c2ccccc2n1 | 20 | 8 | x | -1 | -12 | -4 | -29 | x | 10 | -3 | -5
COC(=O)C(C)Sc1ccc2nnc(CCNS(=O)(=O)c3ccccc3)n2n1 (stereo unspecified) | 12 | 0 | 3 | -3 | -6 | 4 | 7 | 0 | -5 | 12 | -10
COc1ncc(-c2ccc(N3C(c4ccsc4)=Cc4ccc(F)cc4C3CC(C)=O)cc2)cn1 (stereo unspecified) | 4 | 30 | 6 | -10 | 1 | 2 | x | 6 | x | x | x
O=C(Nc1ccc(COc2ccccc2)cc1)c1cccc([N+](=O)[O-])c1 | -29 | -25 | 12 | -11 | 4 | 10 | -43 | -18 | -15 | -18 | -15
Cc1ccc(S(=O)(=O)N(Cc2ccccc2)c2ccccn2)cc1[N+](=O)[O-] | -10 | -14 | 5 | -10 | -8 | -5 | 0 | -27 | -18 | -10 | 0

Screens: PubChem BioAssay, several laboratories
